Screening results deposited in PubChem by The Scripps Research Institute Molecular Screening Center.
CHRM1 agonist – activates human CHRM1 receptor. CHO-K1 hM1, Fluo-8 calcium fluorescence, agonist mode; 0% DMSO, 100% acetylcholine EC100. activation, % at 3 µM. hit rate 0.33% among 360,000. AID 588814;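 active means activation above the run's mean compound activation plus 3 SD, cut at about 16% in these data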;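 further: peak over basal fluorescence ratio within a 140 s kinetic read after compound addition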
Target sequence (P11229 whole entry, looked up): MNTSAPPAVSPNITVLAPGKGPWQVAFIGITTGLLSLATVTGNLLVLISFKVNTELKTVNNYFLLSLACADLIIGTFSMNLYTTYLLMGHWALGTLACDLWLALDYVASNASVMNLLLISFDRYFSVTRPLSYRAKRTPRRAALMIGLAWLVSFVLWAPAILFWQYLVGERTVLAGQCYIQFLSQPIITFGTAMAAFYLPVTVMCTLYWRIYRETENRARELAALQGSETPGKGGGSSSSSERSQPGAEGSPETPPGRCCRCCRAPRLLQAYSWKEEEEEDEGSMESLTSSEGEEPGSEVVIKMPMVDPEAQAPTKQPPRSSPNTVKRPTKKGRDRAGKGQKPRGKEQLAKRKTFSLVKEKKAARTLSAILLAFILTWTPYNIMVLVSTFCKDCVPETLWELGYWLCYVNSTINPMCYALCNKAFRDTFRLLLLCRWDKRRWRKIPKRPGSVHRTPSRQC
M1 ag parental – counter-screen for M1 agonists: effect in parental CHO-K1 cells. Fluo-8 calcium fluorescence; scaled to maximal ATP response, vehicle zero. activation, % at 3 µM. hit rate 0.48% among 360,000; in the data active means activation above about 15%;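 further: untransfected CHO-K1 host cells lacking M1 receptor as counterscreen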
M1 PAM parental – counter-screen for M1 PAMs: effect in parental CHO-K1 cells; ATP EC20, Fluo-8 calcium fluorescence; 0% at ATP EC20, 100% at ATP max; activation, % at 3 µM; hit rate 0.02% among 360,000;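 active means activation above the run cutoff, the mean activation of all test compounds plus 3 SD, cut at about 40% in these data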;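 further: peak over basal fluorescence ratio in a 140 s read after ATP addition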
TAAR1 ag – human TAAR1 agonism. Q96RJ0. hit rate 0.99% among 360,000. CHO RD-HGA16 TAAR1, Fluo-8 calcium fluorescence; vehicle wells 0%, saturating PEA agonist 100%. activation, % at 3 µM;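 active means activation above the mean activation of all test compounds in the run plus 3 SD, cut at about 38% in these data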
Target sequence (Q96RJ0 whole entry, looked up): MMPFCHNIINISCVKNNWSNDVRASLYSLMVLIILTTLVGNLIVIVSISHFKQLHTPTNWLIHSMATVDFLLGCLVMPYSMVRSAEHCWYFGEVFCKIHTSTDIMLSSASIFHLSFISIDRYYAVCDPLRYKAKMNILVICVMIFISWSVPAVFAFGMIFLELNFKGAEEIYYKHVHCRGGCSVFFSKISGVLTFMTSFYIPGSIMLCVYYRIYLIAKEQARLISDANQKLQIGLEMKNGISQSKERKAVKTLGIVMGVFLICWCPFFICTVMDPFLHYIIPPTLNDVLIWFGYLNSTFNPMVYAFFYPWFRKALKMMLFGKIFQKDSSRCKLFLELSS
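Signal – calcium-sensitive Fluo-8 signal, excitation 470-495, emission 515-575 nm · System – RD-HGA16 (CHO) cells co-expressing Gα16 and hTAAR1 · Incubation – 17-24 h seeding, 75 min 37 °C dye, 30 min RT · Compound dosing – 3 µM single concentration · Repeats – no replicates (n 1)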
TAAR1 antag – human TAAR1 antagonism; hit rate 1.5% among 360,000; inhibition, % at 3 µM; CHO RD-HGA16 TAAR1, Fluo-8 calcium fluorescence, antagonist; Q96RJ0;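 active means inhibition above a per-plate cutoff, the mean inhibition of test compounds on that plate plus 3 SD, cut at about 49% in these data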;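 further: 0% = DMSO plus EC80 beta-PEA response and 100% = DMSO alone without agonist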
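Test system: CHO RD-HGA16 cells bearing hTAAR1 | Reagent: β-PEA, EC80 | Compound dosing: 3 µM, single point | Schedule: Dye loading 75 min at 37 °C, then 30 min room temperature | Signal: Calcium fluorescence with Fluo-8 | Evaluation: Percent inhibition of PEA-evoked calcium signal, max/basal emission ratio | Control set: DMSO-only wells and EC80 β-PEA-stimulated wells | Repeats: Singlicate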
CHO-K1 Ca antag – counter-screen for M1 antagonists: effect in parental CHO-K1 cells. inhibition, % at 3 µM. hit rate 0.6% among 360,000. ATP-induced calcium, Fluo-8 fluorescence. AID 602250;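 active means inhibition above a per-plate cutoff, the plate's mean sample inhibition plus 3 SD, cut at about 24% in these data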;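 further: 0% = DMSO plus EC80 ATP and 100% = DMSO alone without ATP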
M1 antag – human CHRM1 antagonism; P11229; CHO-K1 hM1, Fluo-8 calcium fluorescence, ACh EC80 antagonist; inhibition, % at 3 µM; hit rate 1.3% among 360,000;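 active means percent inhibition above its own plate's cutoff, namely the mean of that plate's compound wells plus 3 SD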;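 further: peak over basal fluorescence ratio during 140 s after agonist addition; 0% = ACh EC80 plus DMSO and 100% = DMSO alone without agonist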
CHO parental Ca – counter-screen for OX1R antagonists: effect in parental CHO cells | parental CHO-K1, ATP-induced calcium, Fluo-8 fluorescence | inhibition, % at 5.6 µM | hit rate 0.63% among 330,000;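 active means inhibition above that plate's mean sample inhibition plus 3 SD, cut at about 26% in these data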;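 further: 0% = ATP-challenged DMSO wells and 100% = DMSO wells without ATP; some compounds past the cut are filed as inactive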
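Material – parental CHO cells · Reagent – ATP stimulus · Compound – single nominal dose of 5.6 µM per compound · Detection – Fluo-8 fluorescence · Read-out basis – percent inhibition of calcium signal · Controls – ATP-challenged DMSO wells low, unchallenged DMSO wells high · Repeats – no replicates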
CHRM1 PAM – human CHRM1 positive allosteric modulation; AID 588819; activation, % at 3 µM; P11229; hit rate 0.088% among 360,000; CHO-K1 hM1, Fluo-8 calcium fluorescence, ACh EC20; 0% = ACh EC20, 100% = maximal ACh; in the data active means activation above about 19%, passing the limit was not always enough
Starred values were filed as active, the others as inactive; / = no result given.

[1] COc1cccc(NC(=S)N2CCC(NC(=O)C3CCCCC3)CC2)c1
[2] Cc1ccc(NC(=O)COc2ccc(/C=C3/NC(=O)NC3=O)cc2)cc1
[3] CCN(c1ccccc1)S(=O)(=O)c1ccc(Oc2ccccc2)c(N)c1
[4] CCOc1ccccc1NC(=O)c1ccc(S(=O)(=O)N2CCOCC2)cc1
[5] COc1cc(NC(=O)c2cc(OC)c(OC)c(OC)c2)c(OC)cc1NC(=O)CN1CCCCC1
[6] COc1ccccc1CNC(=O)C(NC(=O)c1ccc(C)cc1)C(C)C (stereo not given)
[7] CC(=O)Nc1ccc(S(=O)(=O)N2CCC3(CC2)OCCO3)cc1
[8] Cc1cc(NC(=O)CO/N=C/c2ccc3c(c2)OCO3)ccc1Br
Screen / compound no.	1	2	3	4	5	6	7	8
CHRM1 agonist	-6	-4	-3	-6	-3	-11	-1	-2
M1 ag parental	0.5	2.1	-0.2	0.2	1.7	-0.5	1.8	-0.1
M1 PAM parental	-3	-6	-1	18	12	4	-1	6
TAAR1 ag	-1	1	0	4	1	-2	2	2
TAAR1 antag	5	-9	39	9	3	-6	-25	-16
CHO-K1 Ca antag	-10	12	-1	-4	-2	-13	-6	0
M1 antag	-11	8	8	-15	-7	-5	-1	-17
CHO parental Ca	1	21	/	-9	-12	-19	-4	9
CHRM1 PAM	7	-1	-9	10	4	3	5	13

[9] Cc1ccccc1NC(=O)CSc1nc2cc3c(cc2cc1C)CCC3
[10] CN(CC(=O)NCc1ccc(F)cc1)S(=O)(=O)c1cccc2nsnc12
[11] CCCNC(=O)c1ccc2c(c1)CCN2S(C)(=O)=O
[12] N#CC[C@H](Cc1ccccc1)N1CC[C@@H](O)CCC1=O
[13] Cc1c(NS(=O)(=O)c2ccc3nc(COc4ccccc4Cl)[nH]c3c2)c(=O)n(-c2ccccc2)n1C
[14] Cc1ccc(S(=O)(=O)N(C)CC(=O)OCC(=O)Nc2ccccc2)cc1
[15] COc1ccc(CC(=S)N2CCOCC2)cc1F
[16] Cc1ccc(NC(=O)N2CCCC2C(=O)Nc2nnc(C(C)C)s2)cc1 (stereo not given)
Screen / compound no.	9	10	11	12	13	14	15	16
CHRM1 agonist	-4	-2	-5	-2	-6	-2	-2	-6
M1 ag parental	0.1	0.7	0.0	0.8	-0.7	2.7	0.4	0.8
M1 PAM parental	11	13	-15	9	13	6	19	15
TAAR1 ag	0	5	5	4	4	6	2	0
TAAR1 antag	-11	-1	7	1	-13	-10	9	2
CHO-K1 Ca antag	-6	-9	11	-11	-12	-11	-9	-12
M1 antag	-6	-11	9	-3	-7	-8	-8	-8
CHO parental Ca	-16	-10	-8	0	-13	-7	-12	-14
CHRM1 PAM	10	9	-4	7	5	4	1	8

[17] OC(c1ccc(CN2CCCCC2)cc1)c1ncc(-c2ccccc2)[nH]1 (stereo not given)
[18] NC(=O)CN1C(=O)C2C3C=CC(C3)C2C1=O (stereo not given)
[19] O=C1CCC(CCC(=O)N2CCCC(C(=O)c3cccc(C(F)(F)F)c3)C2)=NN1 (stereo not given)
[20] COC(=O)Nc1ccc(SCC(=O)c2cccc([N+](=O)[O-])c2)cc1
[21] COc1ccc(/C=C/c2nc3cc(-c4ccccc4)ccc3o2)cc1O
[22] CSCc1ccc(C(=O)N2CCC(CCC(=O)N(C)Cc3ccccc3)CC2)o1
[23] Cc1nn(C)cc1C(C)NC(=O)c1cc(COc2cccc3cnccc23)on1 (stereo not given)
[24] NC(N)=NC(N)=Nc1ccc(SC(F)(F)F)cc1
Screen / compound no.	17	18	19	20	21	22	23	24
CHRM1 agonist	-7	0	-10	0	0	-4	-2	-15
M1 ag parental	0.0	0.2	1.6	5.4	1.2	1.7	3.9	0.0
M1 PAM parental	-14	1	10	16	-5	-5	-31	25
TAAR1 ag	2	2	0	1	13	-1	5	10
TAAR1 antag	-24	-3	-4	28	18	-16	-10	-24
CHO-K1 Ca antag	5	-3	-7	-8	15	0	21	-13
M1 antag	-1	-13	-1	-5	-1	-13	8	-5
CHO parental Ca	/	-11	-12	8	27	-15	-11	-8
CHRM1 PAM	0	12	0	1	-1	7	-1	0

[25] CSCCC(NS(=O)(=O)c1ccc2c(c1)oc(=O)n2C)C(=O)NCc1cccs1 (stereo not given)
[26] C=CCNc1nc(N2CCOCC2)c(C#N)c2c1CN(C)CC2
[27] Cc1nn(-c2ccccc2)c(Cl)c1/C=C1\SC(=S)N(C)C1=O
[28] CC(C)(C)c1ccc(NC(=O)Nc2ccc(OCC(=O)N3CCOCC3)cc2)cc1
[29] O=C(O)CCCN1C(=O)C(=O)/C(=C(/O)c2ccc(Cl)cc2)C1c1ccccc1 (stereo not given)
[30] COc1ccc(-c2ccc(-c3cc(=O)oc4c(C(C)C)ccc(C)c34)cc2)cc1
[31] O=C1C[C@@H]2CCN3C(=O)CCC[C@@H]([C@H]23)[C@@H]1Cc1ccccc1
[32] CC1=CC2(C)NC(=O)C(C)C12 (stereo not given)
Screen / compound no.	25	26	27	28	29	30	31	32
CHRM1 agonist	-4	-4	-4	-5	-4	-3	-1	-2
M1 ag parental	-0.1	0.0	-0.5	3.8	1.0	0.3	0.0	0.4
M1 PAM parental	1	4	-5	11	22	16	1	25
TAAR1 ag	0	5	2	7	1	5	3	1
TAAR1 antag	-10	0	-17	16	-12	-28	3	-7
CHO-K1 Ca antag	-5	-1	-5	-8	-17	-16	-5	-15
M1 antag	-13	-8	-3	-7	-8	-16	-5	-12
CHO parental Ca	-19	-8	-10	-15	-7	-19	-6	/
CHRM1 PAM	10	6	1	7	7	9	1	8

Complete entries as entered above. Order of screens: CHRM1 agonist	M1 ag parental	M1 PAM parental	TAAR1 ag	TAAR1 antag	CHO-K1 Ca antag	M1 antag	CHO parental Ca	CHRM1 PAM
Cc1nn(-c2ccccc2)c(Cl)c1/C=C1\SC(=S)N(C)C1=O is listed as -4	-0.5	-5	2	-17	-5	-3	-10	1
COc1ccc(-c2ccc(-c3cc(=O)oc4c(C(C)C)ccc(C)c34)cc2)cc1 is listed as -3	0.3	16	5	-28	-16	-16	-19	9
CC(C)(C)c1ccc(NC(=O)Nc2ccc(OCC(=O)N3CCOCC3)cc2)cc1 is listed as -5	3.8	11	7	16	-8	-7	-15	7
C=CCNc1nc(N2CCOCC2)c(C#N)c2c1CN(C)CC2 is listed as -4	0.0	4	5	0	-1	-8	-8	6
O=C(O)CCCN1C(=O)C(=O)/C(=C(/O)c2ccc(Cl)cc2)C1c1ccccc1 (stereo not given) is listed as -4	1.0	22	1	-12	-17	-8	-7	7

(continued)
[33] COc1ccc(NC(=O)C2CC(=O)N/C(=N/N=C/c3ccccc3)S2)cc1 (stereo not given)
[34] O=C(NCCNS(=O)(=O)c1ccccc1)c1cc(OCC(F)(F)F)ccc1OCC(F)(F)F
[35] CCc1cccc(C)c1N=Cc1c(O)c2ccccc2oc1=O
[36] COc1ccc(NC(=O)CN2CCCCC2)cc1S(=O)(=O)N1CCCCC1
[37] O=C(COC(=O)C(O)c1ccccc1)NC12CC3CC(CC(C3)C1)C2 (stereo not given)
[38] Cc1cc(NC(=O)c2ccc3nc(C)sc3c2)no1
[39] COc1ccc(C(C)=O)cc1CC(=O)NC1CCCCCC1
[40] CC1=CC(=Nc2c(C)n(C)n(-c3ccccc3)c2=O)C=C(C)C1=O
Screen / compound no.	33	34	35	36	37	38	39	40
CHRM1 agonist	-3	-3	-1	-4	-2	7	-5	-7
M1 ag parental	1.1	1.0	12	1.5	0.4	-0.3	-0.1	0.5
M1 PAM parental	21	-2	0	-2	8	-9	-9	15
TAAR1 ag	1	4	0	2	-2	4	-1	1
TAAR1 antag	-15	15	2	-2	2	-4	-22	12
CHO-K1 Ca antag	-16	20	5	-2	-6	2	-13	-1
M1 antag	-19	9	-9	-7	8	-18	-4	-11
CHO parental Ca	-6	15	-1	-9	3	-9	-6	-5
CHRM1 PAM	14	-3	4	4	0	10	3	2

[41] Cc1c(C(=O)N2CCN(Cc3ccccc3)CC2)sc2ncnc(N3CCOCC3)c12
[42] CC1(CCc2ccccc2)NC(=O)N(CC(=O)N2CC(=O)Nc3ccccc32)C1=O (stereo not given)
[43] C=CCN(CC=C)c1ncnc2[nH]ncc12
[44] CC(C)=CCc1c(O)c(CC=C(C)C)c2occ(-c3ccc(O)cc3)c(=O)c2c1O
[45] Cc1ccnc2c(N3C(=O)C4C5C=CC(C5)C4(C)C3=O)cccc12 (stereo not given)
[46] O=C(NC1CC1)c1cccc(NC(=O)C2CCCC2)c1
[47] COc1ccc(N2CCN(C(=O)CSc3nnc(-c4ccc5[nH]c(C)c(C)c5c4)o3)CC2)cc1
[48] COc1ccc2c(c1)C(=O)C1(CC2)OC1c1cccnc1 (stereo not given)
Screen / compound no.	41	42	43	44	45	46	47	48
CHRM1 agonist	-9	-4	-1	-6	-5	-1	0	-8
M1 ag parental	1.4	0.2	0.3	0.8	0.7	0.8	0.4	1.1
M1 PAM parental	2	11	-19	13	16	20	18	21
TAAR1 ag	5	1	1	-1	1	4	5	2
TAAR1 antag	-13	-18	-5	20	-7	11	33	-26
CHO-K1 Ca antag	-17	-11	0	-17	-6	-15	-17	-8
M1 antag	3	5	-13	18	-11	-17	-21	-3
CHO parental Ca	-16	-18	/	-8	-13	/	-4	/
CHRM1 PAM	-7	-2	6	-18	3	6	11	3

[49] Cc1ccc(S(=O)(=O)N(C)C[C@H]2OCc3cn(nn3)CCCC(=O)N([C@H](C)CO)C[C@@H]2C)cc1
[50] COc1ccc([N+](=O)[O-])cc1NC(=O)CSc1nc(C)cc(C)n1
[51] CCC(C)(C)NC(=O)CSc1nc(Cc2ccccc2)nc2ccccc12
[52] O=CN1CCN(C(=O)Cc2ccc([N+](=O)[O-])cc2)CC1
[53] CCC(C)(C)NC(=O)C1CCN(c2nc(C)cc(C)n2)CC1
[54] Cc1ccccc1CCNC(=O)C1CC(O)CN1C(=O)Nc1ccccc1 (stereo not given)
[55] COC(=O)c1sccc1NC(=O)c1cc(-c2cc(C)ccc2C)nc2ccccc12
[56] CC(C)C(=O)NC(C)C(c1cccs1)N1CCOCC1 (stereo not given)
Screen / compound no.	49	50	51	52	53	54	55	56
CHRM1 agonist	-4	-8	-3	-3	-5	-4	-4	-2
M1 ag parental	0.2	-0.1	-0.5	0.1	-0.4	0.6	-0.1	0.3
M1 PAM parental	-6	3	7	-4	11	9	-12	22
TAAR1 ag	5	2	2	3	7	0	6	13
TAAR1 antag	-4	-26	-25	12	-21	-6	16	2
CHO-K1 Ca antag	-11	-14	-6	8	-6	1	3	-15
M1 antag	17	2	0	-2	3	-8	2	-5
CHO parental Ca	/	-19	/	-2	-15	-5	-26	-5
CHRM1 PAM	-11	3	2	0	1	5	-1	8
